MC4R antag cAMP: human MC4R antagonism in cAMP assay; inhibition, % at 6.5 µM; P32245; MC4R-expressing cells, MTII-stimulated cAMP, LANCE TR-FRET; AID 540295; 360,000 compounds, 0.48% hits;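 active means inhibition above its plate's cutoff, the mean of tested wells on that plate plus 3 SD, cut at about 29% in these data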;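 further: 0% = Melanotan II alone and 100% = Melanotan II plus saturating MCL0020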
Target sequence (P32245 whole entry, looked up): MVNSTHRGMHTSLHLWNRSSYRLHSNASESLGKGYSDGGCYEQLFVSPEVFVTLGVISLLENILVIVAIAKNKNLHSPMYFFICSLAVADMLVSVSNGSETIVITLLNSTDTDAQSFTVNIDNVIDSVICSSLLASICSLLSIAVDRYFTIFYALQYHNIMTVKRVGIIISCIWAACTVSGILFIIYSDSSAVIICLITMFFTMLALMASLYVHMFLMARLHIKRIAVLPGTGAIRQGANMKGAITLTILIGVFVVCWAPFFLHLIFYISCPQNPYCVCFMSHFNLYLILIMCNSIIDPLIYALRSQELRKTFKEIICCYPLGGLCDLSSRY
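Material – human MC4R-expressing U2OS cells · Repeats – no replicates · Detection – TR-FRET with Eu-cAMP and labeled anti-cAMP, 671 nm · Times – compound 30 min, challenge 1 h, detection 1 h · Compound – single nominal compound dose of 6.5 µM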
MC4R barr agon: activates human MC4R beta-arrestin recruitment. U2OS MC4R beta-arrestin complementation, luminescence; percent of melanotan II response, DMSO zero. 360,000 compounds, 0.98% hits. activation, % at 8.9 µM;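 active means activation above a per-plate cutoff, the mean activation of sample wells on that plate plus 3 SD, cut at about 8% in these data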
PDI inh: blocks human protein disulfide isomerase activity | inhibition, % at 10 µM | PDI insulin aggregation turbidity, A650, 90 min | P07237 | 350,000 compounds, 0.052% hits;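 active means mean inhibition across replicates of 30% or more, whatever share of single replicates reach that level; inconclusive means mean inhibition below 30% while every single replicate reaches 30%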;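 further: absorbance from insulin aggregation driven by PDI reduction with DTT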
Target sequence (P07237 whole entry, looked up): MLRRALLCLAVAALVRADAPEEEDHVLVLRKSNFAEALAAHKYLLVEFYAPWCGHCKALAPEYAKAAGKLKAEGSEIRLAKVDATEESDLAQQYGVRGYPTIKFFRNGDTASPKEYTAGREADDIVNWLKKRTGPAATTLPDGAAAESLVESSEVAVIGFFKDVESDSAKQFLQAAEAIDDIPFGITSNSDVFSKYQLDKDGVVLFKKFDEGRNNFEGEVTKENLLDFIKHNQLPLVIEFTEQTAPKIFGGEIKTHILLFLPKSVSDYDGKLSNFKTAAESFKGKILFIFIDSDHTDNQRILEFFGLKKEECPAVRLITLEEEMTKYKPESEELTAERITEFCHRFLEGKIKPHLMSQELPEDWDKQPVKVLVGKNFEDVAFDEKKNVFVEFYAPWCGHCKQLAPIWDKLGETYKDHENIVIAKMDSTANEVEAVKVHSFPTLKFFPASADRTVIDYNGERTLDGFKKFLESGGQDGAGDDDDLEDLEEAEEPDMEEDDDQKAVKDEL
Cardio protect: modulators protecting cardiomyocytes from myocardial damage; 360,000 compounds, 0.63% hits; H9c2 cardiomyocytes, H2O2 injury protection, ATPLite, 2 h; protection from H2O2 cell death, % at 20 µM;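 active means compounds giving at least 50% protection of heart cells from peroxide-induced death in the single-dose screen, raw or plate-pattern-corrected value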;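 further: 0% = DMSO wells with peroxide and 100% = DMSO wells without peroxide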
N-glyco inh: blocks N-linked glycosylation in D54 reporter cells; D54 ERlucT glycosylation luciferase reporter, 24 h; percent of 100 nM tunicamycin response; 360,000 compounds, 0.23% hits; reporter increase, % at 12.5 µM; AID 588692;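 active means mean luciferase reporter signal, scaled so untreated is 0 and the glycosylation-blocking control 100, at or above a set limit in every replicate; inconclusive means mean reaches the limit but not every replicate does; inactive means mean below the limit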;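 further: luciferase carries N-glycosylation sites so blocking glycosylation raises the light; 0% = median of neutral control wells and 100% = median of 100 nM tunicamycin wells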
Exocytosis inh: blocks lytic granule exocytosis. 360,000 compounds, 0.66% hits. inhibition, % at 10 µM. TALL-104 LAMP-1 surface exposure, flow cytometry; cells stimulated with thapsigargin and PMA. AID 651702;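 active means inhibition above about 55%, limit read from the data; inconclusive means no clear call, values can overlap the other calls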
HTR2A ag: mouse HTR2A agonism via beta-arrestin recruitment. P35363. CHO-K1 mHTR2A beta-arrestin complementation, luminescence; percent of 30 µM serotonin response. activation, % at 7.6 µM. 360,000 compounds, 0.66% hits. AID 624169;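 active means activation above a run cutoff, the mean activation of all tested compounds plus 3 SD, cut at about 14% in these data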;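 further: 0% = plate median of compound wells and 100% = 30 µM serotonin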
ABCB6 inh MLPCN: blocks the human ABCB6 transporter; Q9NP58; K562-ABCB6 porphyrin accumulation, flow cytometry, 1 h; hits give low values; fluorescence ratio to DMSO, % at 10 µM; 360,000 compounds, 0.19% hits; AID 602162;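 active means fluorescence ratio to DMSO below 75%, the collection mean minus 3 SD; inconclusive means too few cells collected in the well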;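 further: signal is porphyrin accumulated inside mitochondria; 100% equals median channel fluorescence of DMSO control wells; lower ratio means ABCB6 inhibition with less porphyrin fluorescence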
CaV13 FRET inh: Disruptors of the CACNA1D IQ motif to Ca2+-dependent inactivation inhibitor domain association, primary screening, Förster resonance energy transfer in intact living …; AID 743397; HEK cells, CFP/YFP FRET ICDI-IQ, plate reader, 10 min; percent FRET-ratio fall versus neutral wells; 340,000 compounds, 0.098% hits; inhibition, % at 12.3 µM;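 active means mean replicate inhibition of at least 30% and at least 1% of replicates passing that level; inconclusive means only one of the two criteria is met; inactive means neither criterion is met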;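 further: 0% = median of the neutral control wells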
ABHD5 PLIN5 PPI: inhibitors of human ABHD5-perilipin-5 interaction; 360,000 compounds, 0.78% hits; Q00G26+Q8WTS1; Split G. princeps luciferase complementation, luminescence, 4 h; inhibition, % at 4 µM; AID 602281;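 active means inhibition above the mean inhibition across every tested compound plus 3 SD, cut at about 22% in these data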;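 further: 0% = DMSO only wells and the 100% control is not disclosed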
* hit, by the source's call; ? = inconclusive; / = not tested or not shown; & = joins results of further samples. Not a hit list. Share with any hit: about 4.2%.

SMILES	MC4R antag cAMP	MC4R barr agon	PDI inh	Cardio protect	N-glyco inh	Exocytosis inh	HTR2A ag	ABCB6 inh MLPCN	CaV13 FRET inh	ABHD5 PLIN5 PPI
O=C(O)c1cnn2c(C(F)(F)F)cc(-c3ccccc3)nc12	-2.5	-0.4	-0.3	4.0	2.1	8.9	2.5	98.0	/	6.3
CN(Cc1ccccc1)C1=CC(=[N+]2CCCCC2)CC(C)(C)C1	5.3	-0.3	0.4	-8.2	1.0	?	-4.7	90.0	-1.7	18.0
Cc1ccc(S(=O)(=O)N(CC(=O)NCCSC2CCCCC2)c2ccccc2F)cc1	19.5	-1.4	-3.6	-6.4	-5.7	-2.6	1.3	99.0	-4.2	-2.6
O=C(Nc1nc2c(s1)C(=O)CCC2)c1ccccc1	2.3	-2.3	2.8	-19.5	-9.9	-1.8	5.9	108.0	/	-0.5
O=C(N/N=C/c1ccc(N2CCOCC2)s1)c1ccc(O)cc1	-25.9	-1.8	-1.5	0.3	1.3	14.0	-2.8	100.0	-5.6	-6.4
CC(C)/C=C/CN1CCN(CCCc2ccccc2)C(CCO)C1 (centres undefined)	0.3	0.3	-13.3	-1.2	-1.7	41.1	-2.9	97.0	-2.2	2.4
Brc1ccc(-c2nn3c(Cc4ccccc4)nnc3s2)o1	3.6	0.4	-2.5	-11.5	-1.8	-1.2	12.5	92.0	/	0.5
O=C(CCC1CCN(Cc2ccccc2O)CC1)NC1CC1	10.3	-0.7	0.2	2.7	0.0	-5.7	-4.1	101.0	-1.0	-5.1
O=C(COc1ccc(-c2ccccc2)cc1)NN=C1CCCC1	9.6	2.4	-3.0	-6.8	0.3	1.6	-2.3	101.0	-4.2	0.1
O=C(OC1Cn2c(=O)ccc(=O)n2C1)c1ccc([N+](=O)[O-])cc1	23.9	-0.6	7.8	7.0	1.5	-3.7	-1.1	97.0	-3.0	0.1
CCN(CC)CC(=O)c1c[nH]c2ccccc12	7.6	-2.7	4.5	-10.1	2.4	-1.3	-1.1	113.0	/	8.2
O=C(Cn1c(=O)n(Cc2ccco2)c(=O)c2ccccc21)NCC1CCCO1 (centres undefined)	7.7	-1.3	8.2	-1.3	0.5	1.8	-1.5	97.0	-7.0	-2.2
COc1ccc(/C=C/C(=O)c2ccc[nH]2)c(OC)c1OC	-6.1	-2.5	-0.8	-2.8	-0.5	-2.3	-4.0	94.0	-3.9	-0.2
COc1ccccc1/C=C/c1nc2ccccc2c(=O)o1	3.7	-1.0	-12.2	-2.5	-6.7	-6.7	1.2	98.0	-21.3	-1.0
CCCC[C@@H]1CNC(=S)N1CCCc1cc(OC)c(OC)c(OC)c1	2.0	-0.3	3.9	-3.5	-0.2	-1.5	6.0	93.0	-10.3	-5.9
Cc1cc(CN2CCN(CCC#N)CC2)c(O)c(C2(C)CCCCC2)c1	7.1	1.0	8.0	-2.2	-7.6	0.9	-2.7	100.0	-5.0	-4.3
CCOC(=O)N1CCN(C(=O)C2CCN(C(=O)c3cc4sccc4n3CC)CC2)CC1	-5.6	-0.2	/	6.3	1.7	1.5	-1.0	75.0	-5.1	4.6
O=C(NCC(F)(F)F)Nc1ncccn1	1.4	-1.8	-6.4	-6.3	3.0	5.6	5.9	90.0	/	0.1
CCN(c1ccccc1)S(=O)(=O)c1cccc(C(=O)OCc2nc3sc(C)c(C)c3c(=O)[nH]2)c1	5.6	1.7	-7.6	5.7	2.0	-1.7	-2.5	103.0	-18.5	2.2
CCOC(=O)c1c(NC(=O)Cn2nnc3ccccc32)sc2c1CCC(C)C2 (centres undefined)	15.0	0.6	-2.5	-8.9	-2.7	2.2	-0.2	89.0	-0.5	2.5
Cc1noc(C)c1-c1csc(N2CCC(C(N)=O)CC2)n1	0.0	-0.1	1.0	-4.0	4.2	-14.4	0.5	97.0	-4.6	-3.1
CCOC(=O)c1[nH]ncc1CN1CCC(Cc2ccccc2)(C(=O)OCC)CC1	18.0	5.0	-2.5	-9.7	-0.3	-0.2	-1.8	91.0	-2.9	-0.2
OC(CNCC1COc2ccccc2O1)COc1ccccc1F (centres undefined)	-0.6	2.8	-3.0	6.2	-1.5	1.8	-3.0	91.0	-4.4	10.8
Cc1ccccc1-c1nc(CS(=O)(=O)CC(=O)N2CCOCC2)c(C)o1	4.0	1.5	5.4	-0.4	0.9	-16.1	2.9	99.0	-7.6	5.0
O=C(O)CC/C(=C\c1cc2c(cc1Br)OCO2)c1nc2ccccc2s1	3.6	-3.3	-6.1	-5.2	2.1	8.7	1.9	97.0	-5.1	4.7
COC(=O)c1c(NC(=O)CN2CCN(c3ccccc3)CC2)c2c(C)cccc2n1C	-1.4	0.3	17.7	1.9	-1.0	1.8	3.3	99.0	-1.8	2.9
Cc1cccc(C(=O)Nc2ccc(NC(=O)c3ccccc3)cc2)c1	3.9	0.3	15.0	6.4	-1.5	1.4	-2.9	98.0	-19.2	3.8
CCn1c(SCc2nc3cc(OC)c(OC)cc3c(=O)[nH]2)nc2ccccc21	8.8	-2.8	-6.3	46.3	4.9	0.3	-0.1	99.0	-4.6	2.5
CN(CC(=O)Nc1ccccc1[N+](=O)[O-])Cc1ccc(Br)cc1	21.3	2.1	1.8	-1.5	-2.4	-0.8	1.5	97.0	9.1	-5.2
Cc1ccccc1NC(=O)c1nn(C)c2c1CS(=O)(=O)c1ccccc1-2	7.5	-2.8	-1.6	5.2	-0.7	-1.2	2.2	104.0	-4.1	-2.4

Overlap with the part before: 6 entries, followed by the next part.
SMILES	MC4R antag cAMP	MC4R barr agon	PDI inh	Cardio protect	N-glyco inh	Exocytosis inh	HTR2A ag	ABCB6 inh MLPCN	CaV13 FRET inh	ABHD5 PLIN5 PPI
O=C(O)CC/C(=C\c1cc2c(cc1Br)OCO2)c1nc2ccccc2s1	3.6	-3.3	-6.1	-5.2	2.1	8.7	1.9	97.0	-5.1	4.7
COC(=O)c1c(NC(=O)CN2CCN(c3ccccc3)CC2)c2c(C)cccc2n1C	-1.4	0.3	17.7	1.9	-1.0	1.8	3.3	99.0	-1.8	2.9
Cc1cccc(C(=O)Nc2ccc(NC(=O)c3ccccc3)cc2)c1	3.9	0.3	15.0	6.4	-1.5	1.4	-2.9	98.0	-19.2	3.8
CCn1c(SCc2nc3cc(OC)c(OC)cc3c(=O)[nH]2)nc2ccccc21	8.8	-2.8	-6.3	46.3	4.9	0.3	-0.1	99.0	-4.6	2.5
CN(CC(=O)Nc1ccccc1[N+](=O)[O-])Cc1ccc(Br)cc1	21.3	2.1	1.8	-1.5	-2.4	-0.8	1.5	97.0	9.1	-5.2
Cc1ccccc1NC(=O)c1nn(C)c2c1CS(=O)(=O)c1ccccc1-2	7.5	-2.8	-1.6	5.2	-0.7	-1.2	2.2	104.0	-4.1	-2.4
CCCCN(C)C(=O)CS(=O)(=O)Cc1nc(-c2cccc(OC)c2)oc1C	7.9	0.0	/	12.3	3.4	0.4	11.3	97.0	-6.0	-0.2
COc1ccccc1-n1c(-c2ccc(NS(C)(=O)=O)cc2)n[nH]c1=S	5.1	0.8	2.8	-8.4	-0.4	4.9	4.2	100.0	-7.3	3.0
COc1cccc(NC(=O)COC(=O)C2CCCCC2)c1	-0.3	3.3	-8.0	-2.2	1.3	5.5	-1.1	92.0	-14.7	0.1
O=S(=O)(c1cccc(C(F)(F)F)c1)N1CCN(c2cnccn2)CC1	-0.5	0.3	-4.1	3.8	0.9	-0.6	2.5	96.0	-6.4	0.0
Cc1ccc(-c2noc(CN3CCC(C(N)=O)CC3)n2)cc1	5.2	-2.6	-9.7	5.0	2.7	-1.3	-3.5	89.0	-3.5	-3.5
OC(COCCC12CC3CC(CC(C3)C1)C2)CN1CCCCC1 (centres undefined)	0.6	-0.9	2.0	-2.4	-1.5	2.1	-6.4	100.0	-6.9	0.2
Cc1cc(C)c(-c2csc(NC(=O)C3=COCCO3)n2)cc1C	12.4	-1.1	1.7	-10.3	-0.6	-21.5	-4.0	95.0	-5.8	-12.9
CCOC(=O)N1CCN(C(=O)CSc2ccc(Cl)cc2)CC1	3.6	0.4	-4.3	-5.2	-0.4	-3.9	0.1	101.0	/	3.3
CCC(C)[C@H]1CNCCN1CC1(c2ccccc2)CC1 (some centres undefined)	7.6	2.2	2.6	-6.8	-1.2	3.2	2.7	95.0	-5.9	-3.5
COc1ccc(NC2=C(c3ccc(OC)cc3)C(=O)c3ccccc32)cc1	12.7	3.6	-9.3	0.7	0.5	-5.3	-2.2	97.0	-2.4	-3.0
O=C(Cc1ccc(Br)cc1)N1CCN(c2ccccc2O)CC1	3.7	-0.5	2.7	21.0	-0.7	0.0	-3.1	95.0	-5.7	7.7
COc1c(Br)cc(C(N)=O)cc1OCc1ccccc1	12.0	0.8	?	-2.0	-4.4	-0.5	2.3	108.0	-1.5	1.1
COc1ccc2nc(C)cc(SCC(=O)O)c2c1	19.6&-6.0	1.1&-1.8	-5.6&1.4	3.2&3.9	1.6&3.2	-9.6&-2.2	1.9&-0.1	97.0&98.0	-3.5	3.3&1.4
CN(Cc1ccc(C(C)(C)C)cc1)C(=O)C1CCN(C(=O)Nc2ccccc2)CC1	3.2	-2.0	-0.5	-5.1	-2.6	-9.5	-1.0	100.0	-6.1	-6.4
Cc1ccsc1-c1nc(CN2C[C@@H](C)O[C@@H](C)C2)c(C)o1	-4.1	-5.0	-1.3	-11.1	-1.8	-1.7	-2.8	81.0	1.8	0.9
O=C(/C(C=Nc1ccc(F)cc1)=C(/O)c1ccco1)C(F)(F)F	5.4	-1.1	2.8	-6.8	-10.8	-0.1	-1.6	97.0	-7.0	-6.9
Oc1ccccc1/C=N/c1c(-c2ccco2)nc2ccccn12	-4.5	-2.6	14.5	7.7	-0.7	2.0	4.8	100.0	-4.9	1.7
O=C(Nc1ccc(NC(=S)NC(=O)c2ccco2)cc1)c1ccccc1	-1.6	6.7	4.5	3.5	-3.3	-2.3	-1.1	93.0	-2.1	-4.5
Cc1ccccc1N1C(=O)N(c2cccc(C(F)(F)F)c2)C2CS(=O)(=O)CC21 (centres undefined)	5.4	-2.0	3.2	2.9	-0.2	3.5	-1.5	83.0	-4.4	-6.5
Cc1ccc(NC(=O)[C@@H]2CCCN2S(=O)(=O)c2ccc(Cl)cc2)cc1	5.0	-0.7	2.9	0.4	-0.8	-20.2	-5.0	95.0	-6.6	-6.6
O=C(Nc1ccccc1)Nc1nnc(Cc2ccc([N+](=O)[O-])cc2)s1	-3.6	4.4	1.7	-17.3	-2.4	-4.9	-0.3	103.0	-9.4	-1.1
Cc1cc(C)cc(C(=O)NCC(=O)N(C)CCOc2ccccc2)c1	-5.3	-2.9	7.8	11.9	-1.4	5.8	-6.2	95.0	-4.7	-2.1

Assay outcomes from PubChem BioAssay.
